# Screening results: PubChem, several laboratories
# Arr AP2 block – inhibitors of beta-arrestin/AP2 binding, primary screen, biochemical, GPCR trafficking, flow cytometry; beta-arrestin 1 C-terminal peptide binding to AP2 beta2-adaptin appendage (human); FITC-arrestin peptide / GST-AP2 beads; AP2 beta2 appendage carries R879A mutation; inhibition, % at 10 µM; 340,000 tested, 0.31% active;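 active = inhibition above a set limit, near 3 SD of compounds lacking own fluorescence, cut at about 54% in these data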;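 also: plate controls were DMSO wells for no effect and 5 µM unlabelled arrestin peptide for full effect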
#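 System: GST-AP2 R879A glutathione beads; medium: PBS, Tween 20 0.05%, BSA 0.1%; reagent: fluorescein-tagged arrestin peptide at 50 nM final; schedule: pre-incubation 12 min, peptide binding 1 h, room temperature; detection: flow cytometry, FL1 (488/535 nm); read-out: inhibition as reduced fluorescein signal on beads, percent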
# PvdQ inh – P. aeruginosa PvdQ acylase inhibitors, primary screen, biochemical, fluorescence, plate reader and imaging, single point; PvdQ acylase [Pseudomonas aeruginosa LESB58]; purified PvdQ acylase; 340,000 tested, 0.063% active; inhibition, % at 10 µM; in the data active = inhibition above about 30%, passing the limit was not always enough;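 also: 0% = vehicle neutral wells and 100% = reference inhibitor wells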
# DAGLB inhibitor – DAGLB lipase inhibitors, primary screen, biochemical, fluorescence, HTS. inhibition, % at 5.17 µM. HEK293T DAGLB membrane lysate, EnzChek fluorogenic substrate. 340,000 tested, 0.059% active. AID 504411, 2011; in the data active = inhibition above about 34%;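 also: 0% = enzyme with vehicle and 100% = wells lacking enzyme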
# Cardiac RTF inh – cardiac RTF calcium sensitivity inhibitors, primary screen, biochemical, IANBD-TnC fluorescence, EC70 calcium; Troponin I, cardiac muscle (Homo sapiens) + Troponin T, cardiac muscle (Homo sapiens) + …; IANBD-labeled cardiac RTF, Ca2+ fluorescence; inhibition, % at 7.15 µM; AID 493244, 2011; 340,000 tested, 0.12% active;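 active = inhibition above the mean inhibition of all tested compounds plus 3 SD, cut at about 17% in these data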;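 also: assay run at fixed EC70 calcium of 1.6 mM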
# C-LANA FP – inhibitors of KSHV C-LANA binding to DNA, primary screen, biochemical, fluorescence polarization, FAM-LBS DNA, MBP-C-LANA, single point | inhibition, % at 9 µM | 340,000 tested, 0.078% active;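 active = highest replicate inhibition at or above 60% at 9 µM, even if other replicates fall short; inactive = all replicates below 60% inhibition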;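 also: 0% = neutral control wells and 100% = 4 µM acridine orange control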
# SR-BI DiI-HDL act – activators of SR-BI mediated DiI-HDL uptake, primary screen, ldlA[mSR-BI] CHO cells, DiI fluorescence | AID 504775, 2011 | activation, % at 12.5 µM | 320,000 tested, 0.096% active | 3 h; 100 = double the neutral-control signal;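 active = mean replicate activation of at least 60% and every replicate at or above 60%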;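 also: 0% = median plate neutral-control signal and 100% = twice that signal; values of inactives mirror those of a sister screen read the other way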
#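 Material: SR-BI-overexpressing, LDLR-lacking CHO cells; schedule: compound exposure 3 h, 37 °C; reagent: DiI-labelled HDL at 10 µg/mL final; technique: bottom-read fluorescence, 550/595 nm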
# Keap1-Nrf2 PPI – Keap1-Nrf2 protein-protein interaction inhibitors, primary screen, biochemical, fluorescence polarization, single point | Keap1 Kelch-Nrf2 peptide fluorescence polarization, 1536-well | inhibition, % at 9.4 µM | 340,000 tested, 0.15% active | AID 504523, 2011 | Kelch-like ECH-associated protein 1 (Homo sapiens), Q14145; in the data active = inhibition above about 12%;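 also: human Keap1 Kelch domain with fluorescein labeled Nrf2 9mer peptide probe; 0% = neutral control wells and 100% = peptide positive control; higher means more block of Keap1 binding to Nrf2 peptide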
# PKA-R2B act – activators of PKA-R2B holoenzyme, primary screen, biochemical, fluorescence polarization, Cy5-IP20, human; cAMP-dependent protein kinase catalytic subunit beta (Homo sapiens) + cAMP-dependent …; AID 504700, 2011; activation, % at 11.4 µM; 340,000 tested, 0.079% active; PKA-R2B holoenzyme dissociation; R2B truncated from residue 108, S112A mutant; 0% DMSO only, 100% 113 µM cGMP;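 active = activation above a cutoff set at the mean over all compounds plus 3 SD, cut at about 18% in these data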;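 also: higher means more holoenzyme dissociation and a rise in polarization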
# NSD2 inh – NSD2 histone methyltransferase inhibitors, primary screen, biochemical, AlphaScreen, single concentration, set 2; Histone-lysine N-methyltransferase NSD2 (Homo sapiens), O96028; NSD2 peptide methylation, 120 min; inhibition, % at 12.5 µM; 310,000 tested, 0.54% active; in the data active = inhibition above about 50%
# Target sequence (O96028 whole entry, looked up): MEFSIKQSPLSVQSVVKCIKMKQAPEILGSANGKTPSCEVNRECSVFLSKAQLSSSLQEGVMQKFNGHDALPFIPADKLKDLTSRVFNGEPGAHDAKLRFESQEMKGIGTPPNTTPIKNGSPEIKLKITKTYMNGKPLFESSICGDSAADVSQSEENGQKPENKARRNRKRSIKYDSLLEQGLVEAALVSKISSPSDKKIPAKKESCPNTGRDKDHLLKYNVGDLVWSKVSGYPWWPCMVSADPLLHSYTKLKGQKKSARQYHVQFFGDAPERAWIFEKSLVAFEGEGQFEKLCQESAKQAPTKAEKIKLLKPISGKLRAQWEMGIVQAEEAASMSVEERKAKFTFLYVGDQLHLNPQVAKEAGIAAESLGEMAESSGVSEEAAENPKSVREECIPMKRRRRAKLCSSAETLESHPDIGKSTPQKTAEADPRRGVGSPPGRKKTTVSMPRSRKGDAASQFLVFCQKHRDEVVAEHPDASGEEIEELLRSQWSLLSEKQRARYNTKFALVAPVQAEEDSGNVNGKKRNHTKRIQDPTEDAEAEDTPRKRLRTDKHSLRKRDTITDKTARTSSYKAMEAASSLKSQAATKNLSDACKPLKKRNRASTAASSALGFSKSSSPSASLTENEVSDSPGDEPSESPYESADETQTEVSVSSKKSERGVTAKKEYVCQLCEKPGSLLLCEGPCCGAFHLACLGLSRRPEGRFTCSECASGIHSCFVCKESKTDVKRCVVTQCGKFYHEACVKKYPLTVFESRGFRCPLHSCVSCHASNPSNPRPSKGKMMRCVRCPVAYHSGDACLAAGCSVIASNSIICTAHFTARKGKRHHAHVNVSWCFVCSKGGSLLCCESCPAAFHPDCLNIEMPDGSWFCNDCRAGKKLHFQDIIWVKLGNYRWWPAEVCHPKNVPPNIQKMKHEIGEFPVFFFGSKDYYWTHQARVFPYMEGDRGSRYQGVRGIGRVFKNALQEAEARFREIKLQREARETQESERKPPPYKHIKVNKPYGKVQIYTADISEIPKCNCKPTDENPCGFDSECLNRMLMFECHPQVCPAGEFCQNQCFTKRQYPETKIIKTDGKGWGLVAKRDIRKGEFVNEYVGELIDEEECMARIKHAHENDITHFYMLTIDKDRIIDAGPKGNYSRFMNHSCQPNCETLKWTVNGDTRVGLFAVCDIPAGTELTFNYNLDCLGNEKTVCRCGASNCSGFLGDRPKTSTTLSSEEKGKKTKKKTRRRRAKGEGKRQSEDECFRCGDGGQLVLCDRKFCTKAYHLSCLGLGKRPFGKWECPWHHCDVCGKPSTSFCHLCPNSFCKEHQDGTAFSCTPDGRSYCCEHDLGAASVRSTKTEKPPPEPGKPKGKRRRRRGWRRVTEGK
# SR-BI DiI inh – inhibitors of SR-BI mediated HDL lipid uptake, primary screen, ldlA[mSR-BI] cells, fluorescence, single point; AID 488896, 2010; inhibition, % at 12.5 µM; Scavenger receptor class B member 1 (Mus musculus), Q61009; 320,000 tested, 0.96% active; ldlA[mSR-BI] CHO cells, DiI-HDL uptake fluorescence, 3 h;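 active = mean replicate inhibition of at least 70% and a set share of replicates each scoring 70 or more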;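 also: 0% = median of neutral control wells and 100% = median of positive control wells; values of inactives mirror those of a sister screen read the other way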
# * marks the source's active call; other numbers are inactive results; nt = not tested or not shown. Compounds as they come. About 2.1% of those tested had a hit in this group.
Arr AP2 block	PvdQ inh	DAGLB inhibitor	Cardiac RTF inh	C-LANA FP	SR-BI DiI-HDL act	Keap1-Nrf2 PPI	PKA-R2B act	NSD2 inh	SR-BI DiI inh	structure
27.8	7.9	-0.7	-3.4	0.1	20.8	-0.7	4.7	-2.2	-20.8	Cc1noc(C)c1COc1ccccc1C(=O)N1CCN(S(=O)(=O)c2ccccc2C#N)CC1
-9.3	-7.1	-0.3	-3.1	0.4	8.2	5.8	-5.2	-1.5	-8.2	O=C(Nc1ccccc1C(=O)N1CCCC1)C1CCN(c2ncccn2)CC1
0.7	-7.7	0.1	-2.1	0.8	8.3	-2.8	11.2	1.0	-8.3	Cc1nc(-c2cccc(Cl)c2)n[nH]1
-4.3	-5.1	-0.4	-4.2	-0.5	16.8	-2.4	-10.2	-1.0	-16.8	COc1ccccc1NC(=O)CN1C(=O)COc2ccc(S(=O)(=O)N3CCOCC3)cc21
-2.5	-7.4	2.5	-6.0	-1.3	-9.5	0.9	-3.0	5.6	9.5	CCOc1ccc(NC(=O)C(CC)n2nc(C)c3c(C)n(-c4ccccc4)nc3c2=O)cc1 (configuration not stated)
-1.5	-15.3	-1.6	-4.0	0.5	23.8	-4.0	8.2	nt	-23.8	CCN1C(=O)CC(c2ccccc2)CC1=O
-4.2	-1.7	0.9	-9.4	0.7	-11.4	0.1	-2.2	-6.1	11.4	CCOC(=O)N1CCN(Cc2cn[nH]c2-c2cc3ccccc3o2)CC1
33.9	-5.4	2.9	-3.5	-0.6	0.0	-1.9	0.4	nt	0.0	Nc1ccc(C(=O)N2CCN(S(=O)(=O)c3ccc(Br)cc3)CC2)cc1[N+](=O)[O-]
6.5	5.2	-1.8	5.0	-2.3	-1.5	1.5	-1.7	-1.8	1.5	COc1cccc(NC(=O)C2C3C=CC4(O3)C2C(=O)N(CCCN2CCCCC2)C4C(=O)NC2CCCCC2)c1 (configuration not stated)
0.3	-9.1	1.4	-12.5	0.2	-1.7	-3.7	2.5	nt	1.7	CSCCC(NC(=O)c1cccc(S(=O)(=O)N2CCOCC2)c1)C(=O)Nc1ccc(F)cc1 (configuration not stated)
13.6	-6.0	31.7	-2.2	0.0	-86.5	-7.2	-6.2	39.9	86.5*	COc1ccc(Nc2c([N+](=O)[O-])ccc3c2=NC2(CCCCC2)N=3)cc1
0.3	0.7	-2.0	8.5	-0.6	20.4	1.3	-7.2	-1.4	-20.4	Cc1cccc(C)c1NC(=O)CS(=O)CC(=O)Nc1ccc(F)cc1F (configuration not stated)
-5.7	-11.8	-4.5	-1.9	-1.5	-33.6	-3.6	-16.1	-5.1	33.6	FC(F)Oc1ccc(NC(=S)NC2CCSc3ccccc32)cc1 (configuration not stated)
-5.2	-13.4	-0.1	-7.8	1.3	1.5	-2.6	8.3	-4.1	-1.5	O=C(O)CN1C(=O)NC2(CCOc3ccccc32)C1=O (configuration not stated)
-1.9	1.9	-0.6	3.8	1.6	-13.6	-3.9	4.5	nt	13.6	Cc1noc(C)c1S(=O)(=O)Nc1ccc2c(c1)C(=O)N([C@H](C)CO)C[C@H](C)[C@@H](CN(C)C(=O)Nc1ccc3c(c1)OCO3)O2
-0.8	-9.5	-0.8	-17.7	0.3	53.9	-6.0	-1.4	59.2*	-53.9	Cc1cc([N+](=O)[O-])cc2c1NC(=O)C2(O)N1CCOCC1 (configuration not stated)
1.5	-9.9	-2.8	0.9	-0.4	-7.7	1.9	-6.1	-2.6	7.7	O=C(CNC1CCCCCC1)Nc1ccccc1N1CCOCC1
-4.9	-8.5	1.8	-5.0	0.2	15.2	-3.5	-0.3	1.4	-15.2	O=C1ON=C(c2ccccc2)/C1=C/c1cccnc1
6.5	-5.2	2.3	4.2	0.7	0.0	1.2	-3.6	-0.9	0.0	O=C(COC(=O)/C=C/c1ccc([N+](=O)[O-])cc1)NC(c1ccccc1)c1ccccc1
11.6	-11.0	-0.7	-5.9	0.3	18.1	-7.3	3.2	16.1	-18.1	CC(C)CN(C(=O)COC(=O)CSc1ccccc1F)c1c(N)n(Cc2ccccc2)c(=O)[nH]c1=O
-1.6	-16.6	-2.9	-1.4	2.2	-6.9	1.8	-7.3	1.4	6.9	COc1cc(/C=N/NC(N)=O)ccc1OC(=O)c1ccco1
-1.4	-11.4	0.8	-5.3	1.2	4.5	-1.0	2.5	nt	-4.5	COCCNC(=O)c1cc(-c2ccc(Cl)c(Cl)c2)on1
8.4	2.7	-2.2	-2.4	-2.2	1.6	4.1	-2.0	1.6	-1.6	Cc1ccc(-c2nnn(CC(=O)NC3CC4CCC3C4)n2)cc1 (configuration not stated)
1.1	-2.8	-3.8	3.4	-0.9	20.7	-4.1	-2.1	-5.7	-20.7	Cc1ccc(SC2CC(=O)N(c3ccc4c(c3)OCCO4)C2=O)cc1 (configuration not stated)
33.5	13.6	-2.1	-13.6	3.6	-6.5	4.1	4.5	-2.5	6.5	COc1ccc(C(=O)NCCCNC(=O)c2cccnc2)cc1OC
3.8	-10.1	0.5	-11.9	0.1	-13.8	3.4	-6.8	-2.9	13.8	Cc1ccc(SCCNC(=O)C(C)C)cc1
27.8	17.1	-0.4	-0.6	-0.3	8.6	-1.4	7.2	-2.5	-8.6	CN1/C(=C\C(=O)c2ccccc2Cl)c2ccccc2CC1(C)C
7.8	8.0	-8.1	-1.8	-1.5	14.5	2.6	-4.8	-1.1	-14.5	COc1cc(C=CC(=O)OCC=Cc2ccc3c(c2)OCO3)cc(OC)c1OC
10.0	12.8	-4.2	9.1	-0.3	-22.4	-4.4	1.6	0.1	22.4	COc1ccc(CCN=C2SCC(=O)N2Cc2ccccc2)cc1OC
26.3	-1.6	-6.0	-8.8	1.7	-7.7	-4.6	-6.2	0.8	7.7	Cc1[nH]c(=S)c(C#N)c(C)c1CCC#N
3.1	-6.9	4.2	4.9	1.8	nt	1.6	-11.9	32.0	-7.7	CSc1cccc(NC(=O)C2CCN(S(=O)(=O)c3ccc4c(c3)NC(=O)CO4)CC2)c1
11.7	-5.2	1.7	-0.6	0.1	49.0	-3.1	2.6	-0.1	-49.0	CC(=O)c1ccc(OCCCC(=O)NC2CCCCC2C)cc1 (configuration not stated)
6.4	-12.0	1.5	-0.1	-1.2	20.6	-5.4	-4.5	-3.2	-20.6	COc1ccc(CC2NCCC3(O)CCCCC23)cc1 (configuration not stated)
-6.8	-0.9	2.2	-4.8	1.3	25.7	-3.3	-6.6	1.7	-25.7	O=C(COC(=O)CSc1ccc([N+](=O)[O-])cc1)NCc1cccs1
12.9	-5.9	-1.3	-7.0	-0.8	2.9	-0.8	-4.1	nt	-2.9	CCOc1ccc(N(CC(=O)Nc2cccc(Br)c2)S(C)(=O)=O)cc1
5.0	0.1	-1.3	-3.5	-0.2	-6.3	-1.8	0.9	-0.8	6.3	Cc1cccc(NC2=C(Cl)C(=O)OC2OC(C)C)c1 (configuration not stated)
1.6	-7.8	0.4	0.5	-0.1	0.2	-4.3	-6.8	-3.7	-0.2	CCCCNC(=O)Cn1nc(Cc2ccncc2)c2ccccc2c1=O
15.4	25.0	10.0	4.5	-1.6	8.5	-4.1	0.5	0.0	-8.5	COc1ccc2nc(NC(=O)CCN3C(=O)c4ccccc4C3=O)sc2c1
1.5	-17.4	-1.0	2.2	0.7	5.2	-1.8	-9.8	-3.0	-5.2	Nc1nc(SCC(=O)Nc2cccc(Oc3ccccc3)c2)n[nH]1
9.2	-0.3	-1.2	-0.4	0.7	-5.6	0.6	-1.2	nt	5.6	Cc1ccnc(NC(=O)c2cc3ccccc3oc2=O)c1
61.6*	-7.9	0.3	-15.9	10.6	14.5	7.2	0.6	71.9*	-14.5	COc1ccc2c3c(cccc13)N(C)N=C2C
-2.6	-8.0	0.7	-0.8	-2.2	-17.9	-2.3	-9.5	nt	17.9	C[C@H](CO)N1C[C@H](C)[C@@H](CN(C)S(=O)(=O)c2cccs2)Oc2ccc(NC(=O)Nc3ccc4c(c3)OCO4)cc2C1=O
-10.6	-6.1	0.9	-1.2	-0.3	5.9	0.7	3.1	-0.7	-5.9	Cc1cc(NC(=O)CSc2ncc(CO)n2Cc2ccc(F)cc2)no1
-2.5	-0.5	1.9	-2.8	1.4	10.4	-2.8	5.7	-2.3	-10.4	N/C(CS(=O)(=O)c1ccccc1)=N\OC(=O)c1ccc(F)cc1
-2.8	-7.5	-1.8	-16.5	1.3	-7.8	-3.5	-10.0	13.7	7.8	O=C(CSc1ncccc1C(=O)O)c1ccccc1
-3.2	-7.8	-2.3	-1.0	-0.3	nt	-1.6	-10.4	nt	nt	CCOc1ccc(NC(=O)c2ccc(S(=O)(=O)N(C)C)cc2)cc1
3.8	5.8	-1.9	-4.6	-2.1	13.9	5.2	3.0	-1.8	-13.9	O=C(CN1C(=O)COc2ccc(Cl)cc21)NC1CC1
-8.7	-11.6	-11.9	6.3	1.7	-11.3	-0.1	-3.5	-2.4	11.3	COc1ccc(CNC(=O)COC(=O)C2CCC(C(C)(C)C)CC2)cc1 (configuration not stated)

# Molecules listed so far that have a thiophene ring, fused or not, in the order listed:
Arr AP2 block	PvdQ inh	DAGLB inhibitor	Cardiac RTF inh	C-LANA FP	SR-BI DiI-HDL act	Keap1-Nrf2 PPI	PKA-R2B act	NSD2 inh	SR-BI DiI inh	structure
-6.8	-0.9	2.2	-4.8	1.3	25.7	-3.3	-6.6	1.7	-25.7	O=C(COC(=O)CSc1ccc([N+](=O)[O-])cc1)NCc1cccs1
-2.6	-8.0	0.7	-0.8	-2.2	-17.9	-2.3	-9.5	nt	17.9	C[C@H](CO)N1C[C@H](C)[C@@H](CN(C)S(=O)(=O)c2cccs2)Oc2ccc(NC(=O)Nc3ccc4c(c3)OCO4)cc2C1=O
